Compound activity from PubChem.
CCT modulator: modulators of cytosolic chaperonin (CCT/TRiC) activity; purified chaperonin ATPase assay, HTRF ADP detection, 30 min; activity change, % (no concentration beside the values), hits read low; hit rate 0.3% among 360,000; AID 651819; in the data active = activity change below about -30%; also: % is scaled to controls: 0 for no effect and ±100 for the full control effect
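First, chaperonin was dispensed at 40 nM or 20 nM final depending on batch activity. Next, compounds were pinned at 76 uM and ATP added at 10 uM. After 30 min at 37 °C, ADP detection reagents ran 30 min at ambient temperature.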
WRN helicase inh: inhibitors of human WRN helicase. Q14191. WRN helicase unwinding, fluorescent forked duplex, kinetic. Potency, µM (titrated, usually from 114 µM), without a hit: top-dose activity change, negative = inhibition, most hits filed as inhibitors. hit rate 0.46% among 360,000; also: potency is read from the fitted curve at half-maximal effect; % is scaled to controls: 0 for no effect and ±100 for the full control effect; nearly all actives have a fitted effect of over 55% in size
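WRN at 20 nM final was preincubated with compound for 15 min at room temperature; reaction started with 100 nM forked duplex oligonucleotide carrying fluorophore and quencher plus 2 mM ATP (final). Unwinding followed kinetically by red fluorescence (ex 525/em 598 nm).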
PLK1 PBD block: blocks phosphopeptide binding to human PLK1 polo-box domain; P53350; Plk1 PBD binding of FITC phosphopeptide, fluorescence polarization; Potency, µM, for inactives: max response, negative = inhibition, hits mostly inhibitors; hit rate 2.8% among 360,000; AID 720504; also: potency is read from the fitted curve at half-maximal effect; series mostly up to about 57 µM; % is scaled to controls: 0 for no effect and ±100 for the full control effect; nearly all actives have a fitted effect of over 65% in size
EPAC1 agonist: EPAC1 (human) agonism. EPAC1 agonist qHTS, biochemical assay; response scale: 100% = response to 6.5 mM cAMP. Potency, µM (highest dose often 154 µM), without a hit: at the highest dose activation, hits mostly activators. hit rate 0.073% among 360,000. O95398. AID 720707; also: potency is read from the fitted curve at half-maximal effect; nearly all actives have a fitted effect of over 60% in size
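Nucleotide exchange assay: 100 nM EPAC1 with 250 nM Rap1B loaded with BODIPY-GDP and 50 uM GDP, room temperature. Fluorescence (480/540 nm) read every 5 min for 30 min; signal change normalized to 6.5 mM cAMP as full agonist.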
MmCpn inh: M. maripaludis TRiC chaperonin inhibition. Potency, µM (highest dose often 76.9 µM), for inactives: at the highest dose activity, negative = inhibition, hits mostly inhibitors. hit rate 0.031% among 330,000. purified Mm-Cpn ATPase, ADP Transcreener TR-FRET; also: potency is read from the fitted curve at half-maximal effect; % is scaled to controls: 0 for no effect and ±100 for the full control effect; nearly all actives have a fitted effect of over 80% in size
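ATPase read-out: TR-FRET ADP immunoassay (anti-ADP Eu cryptate vs ADP-d2), ex 320 nm, em 590/665 nm; signal drops as ADP forms. Enzyme 25 nM, ATP 10 uM, 30 min at 37°C after 10 min compound preincubation.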
EPAC2 antagonist: antagonists of human EPAC2; AID 720708; Q8WZA2; hit rate 0.18% among 360,000; Potency, µM (top dose mostly 114 µM), without a hit: at the top dose activity, negative = inhibition, most hits filed as inhibitors; EPAC2 GEF exchange of Rap1B-BODIPY-GDP, fluorescence; also: potency is read from the fitted curve at half-maximal effect; % is scaled to controls: 0 for no effect and ±100 for the full control effect; nearly all actives have a fitted effect of over 45% in size; many of its hits are not listed in these tables
Target sequence (Q8WZA2 whole entry, looked up): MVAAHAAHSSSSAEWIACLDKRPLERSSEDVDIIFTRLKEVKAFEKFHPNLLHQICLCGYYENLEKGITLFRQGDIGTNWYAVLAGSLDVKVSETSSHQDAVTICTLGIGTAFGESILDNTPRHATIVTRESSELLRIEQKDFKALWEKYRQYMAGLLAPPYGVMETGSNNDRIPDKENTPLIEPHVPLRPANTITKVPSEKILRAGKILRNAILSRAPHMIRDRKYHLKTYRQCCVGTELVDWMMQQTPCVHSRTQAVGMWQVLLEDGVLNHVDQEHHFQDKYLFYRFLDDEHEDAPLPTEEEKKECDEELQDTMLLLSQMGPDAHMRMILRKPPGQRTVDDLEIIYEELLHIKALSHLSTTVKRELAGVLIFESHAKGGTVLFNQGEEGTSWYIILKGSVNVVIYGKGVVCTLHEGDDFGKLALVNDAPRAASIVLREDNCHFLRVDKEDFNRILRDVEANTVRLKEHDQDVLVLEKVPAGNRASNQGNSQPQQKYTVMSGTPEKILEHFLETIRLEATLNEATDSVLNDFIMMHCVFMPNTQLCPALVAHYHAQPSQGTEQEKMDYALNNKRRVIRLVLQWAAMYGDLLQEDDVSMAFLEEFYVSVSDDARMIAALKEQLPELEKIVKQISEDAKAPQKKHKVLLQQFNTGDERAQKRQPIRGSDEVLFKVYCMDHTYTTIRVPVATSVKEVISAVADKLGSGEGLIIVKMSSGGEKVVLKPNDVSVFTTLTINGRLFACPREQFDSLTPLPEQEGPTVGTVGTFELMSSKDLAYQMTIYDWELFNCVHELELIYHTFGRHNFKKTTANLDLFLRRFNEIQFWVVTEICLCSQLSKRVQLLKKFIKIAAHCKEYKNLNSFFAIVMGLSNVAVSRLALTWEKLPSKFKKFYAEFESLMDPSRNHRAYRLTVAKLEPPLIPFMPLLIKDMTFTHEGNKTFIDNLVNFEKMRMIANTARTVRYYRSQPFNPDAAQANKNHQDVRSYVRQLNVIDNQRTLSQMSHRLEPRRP
EPAC1 antag: antagonists of human EPAC1; O95398; EPAC1 GEF assay, Rap1b-BODIPY-GDP exchange fluorescence; Potency, µM (highest dose often 115 µM), for the others: at the top dose activity change, negative = inhibition, most hits filed as inhibitors; hit rate 0.14% among 360,000; AID 720709;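 also: potency is read from the fitted curve at half-maximal effect; plate controls were vehicle for no effect and positive control for full effect; nearly all actives have a fitted effect of over 50% in size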
PI5P4K alpha inh: PI5P4K alpha (human) kinase inhibition; AID 652105; PI5P4Kalpha enzyme, ADP-Glo luminescence, 60 min; active compounds read low; max response, %; P48426; hit rate 1.2% among 330,000; active = max response of -50% or lower; inconclusive = between -30% and -50%; inactive = -30% or higher; also: value at the top dose of about 77 µM; % is scaled to controls: 0 for no effect and ±100 for the full control effect
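Quantitative HTS of the MLSMR library against PI5P4Kalpha with substrate. ATP added last at 5 microM final; room temperature, 60 minutes. Remaining ATP depleted, ADP converted and read as luminescence.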
* hit, by the source's call; ? = inconclusive; nt = no result given; & = joins results of further samples; [ ] = dose if it differs, or a comment. Unless noted, calls follow the shape of the dose curve; as a rule, active = well fitted curve in the direction sought with a large enough effect; inconclusive = small, poorly fitted or top-dose-only effect, or another doubt; inactive = no such curve, though single readings can be large; an effect the other way counts as inactive or inconclusive.

Compound	CCT modulator	PLK1 PBD block	PI5P4K alpha inh	EPAC2 antagonist	EPAC1 antag	WRN helicase inh	MmCpn inh	EPAC1 agonist
N#Cc1ccccc1Cn1cc(/C=N/Nc2ccc([N+](=O)[O-])cn2)c2ccccc21	-2.7	0.6%	14.1	-10.8%	-4.3%	4.4%[57.1 µM]	-0.3%	3.3%
CCOC(=O)C1CCN(C(=O)Nc2ccc(Cl)cc2Cl)CC1	-2.8	?	2.6	2.1%	1.3%	8.7%	3.1%	5.2%
CN(CC(=O)Nc1c(Cl)cccc1Cl)C(=O)C1=COCCO1	0.0	-3.6%	-1.9	7.5%	0.6%	10.1%	-1.8%	-6.5%
O=C(O)c1ccc(N=C2c3ccccc3-c3ccccc32)cc1	-0.4	-8.6%	7.7	-0.2%	-2.3%	-0.9%	nt	-3.6%
CCOC(=O)c1sc(NC(=O)CCN2CCC(C)CC2)c(C(=O)OCC)c1C	-1.0	-14.8%	-8.4	-1.5%	-3.1%	-12.0%	-3.8%	13.1%
COc1ccc(-c2cc(C(=O)NCc3ccccc3)no2)cc1OC	-0.4	-7.6%	nt	2.8%	-16.2%	3.2%	0.9%	10.7%
O=C(CCN1C(=O)c2ccc([N+](=O)[O-])cc2C1=O)Nc1cccc(O)c1	0.8	2.2%	-3.7	11.2%	8.8%	11.7%	1.7%	-2.6%
COc1ccc(-c2cc(NC=O)c3ncc(-c4ccccc4)n3c2)cc1OC	0.7	?	?	-21.1%	0.9%	?	nt	9.2%
Cc1cccc2[nH]c(CN(C)Cc3nc(CC4CC4)no3)nc12	-1.2	-10.5%	-5.9	-9.5%	-6.9%	-1.4%	0.7%	-5.2%
COCCN1Cc2cccc(C(=O)Nc3cccc(OC)c3)c2C1=O	-1.1	-1.2%	0.9	-3.6%	3.5%	-0.2%	-2.2%	2.5%
Cc1cc(C)nc(NS(=O)(=O)c2ccc(NC(=O)c3ccco3)cc2)n1	-3.7	-6.5%	-2.7	2.1%	-1.5%	-22.1%[57.1 µM]	-2.5%	11.0%
CCN(CC)S(=O)(=O)c1ccc(NC(=O)CCNC(=O)c2ccccc2)cc1	-1.2	-18.4%	-0.2	10.2%	-6.0%	9.1%	-0.4%	8.4%
CCCCN(CCCC)C(=O)c1sc2nc(N3CCOCC3)c3c(c2c1N)CCCC3	-0.9	29.9µM*	-11.8	-4.7%	-18.9%	-4.2%	1.1%	-3.1%
CCCCC1=NN(C(=O)c2ccco2)C(O)(C(F)(F)F)C1 (stereo not given)	-0.8	-2.1%	4.4	?	4.1%	-5.4%	-1.6%	-6.7%
CCc1nnc(NC(=O)c2cccc(NC(=O)C(C)C)c2)s1	1.1	-4.9%	1.0	7.0%	0.7%	4.5%	-0.3%	1.5%
Cc1ccc2c(c1)nnn2C1CCN(CC(=O)NNC(=O)c2ccco2)CC1	2.6	-3.7%	-3.4	5.9%	14.4%	8.0%	-0.7%	2.1%
CCOC(=O)N/N=C/c1c(C)nn(-c2ccccc2Cl)c1Cl	1.1	-5.9%	-4.2	-3.3%	0.8%	-21.0%	1.1%	4.1%
O=C(CNC1CCCCC1)Nc1ccc(S(=O)(=O)N2CCCCC2)cc1	2.3	-0.3%	5.2	14.7%	9.7%	-6.3%	-1.4%	-6.8%
Cc1nc(Nc2ccc(Cl)cc2)c2nnn(Cc3ccccc3)c2n1	1.3	26.7µM*	-20.3	2.0%	4.2%	3.9%	-1.1%	2.2%
COc1cccc(NC(=S)NCCc2ccccn2)c1	-0.8	-9.5%	0.4	12.6%[57.1 µM]	5.5%	10.4%	0.5%	5.6%
Cc1ccc(NC(=O)c2ccco2)cc1	-6.1	-4.1%	2.8	9.5%	4.8%	2.4%	nt	3.6%
COc1ccc(CNC(=O)CSc2nnc(C3CC3)n2C2CC2)cc1	-1.5	0.6%	-0.4	2.4%	-15.8%	-17.1%	0.2%	8.8%
Cc1ccc(COC(=O)CCc2nc3ccccc3c(=O)[nH]2)cc1	1.0	-4.3%	1.9	10.9%	-3.3%	-0.9%	-1.6%	-0.1%
Cc1nn2cc(-c3ccc(Cl)cc3)cnc2c1Br	-0.1	-9.4%	6.1	-5.7%	-10.8%	3.3%	0.7%	2.2%
COc1cc(/C=C/C(=O)c2ccc3c(c2)OCO3)cc(Cl)c1O	1.4	51.1%[activator]	-25.0	4.6%	-3.4%	-3.3%[11.6 µM]	-3.8%	11.6%
COc1ccc(CCN(C)CCc2ccc(OC)c(OC)c2)cc1OC	-0.5	-17.7%	4.6	-8.0%	-19.7%	2.4%	nt	-6.3%
CCN1CCN(CCC(=O)Nc2cccc(OC)c2)CC1	0.8	1.0%	2.1	-11.3%	-8.8%	-3.6%	-1.8%	1.9%
CC1CCCC(NC(=O)Cn2c(Cl)nc3c2c(=O)n(C)c(=O)n3C)C1C (stereo not given)	0.3	-9.9%	-5.2	-0.3%	1.3%	9.3%	0.8%	6.2%
Cc1cc(C)nc(NC(=O)CSc2nc3ccccc3s2)n1	-0.2	-13.6%	nt	-0.3%	-0.2%	-3.6%	-0.8%	6.3%
CC(C)c1ccc(N(CC(=O)N2CCN(Cc3ccccc3)CC2)S(C)(=O)=O)cc1	-94.7*	-11.5%	2.1	-3.4%	-5.0%	-6.4%	-1.6%	4.8%
CN1C(C(=O)NCCc2cccs2)CC2Cn3c(nc4ccccc43)C21 (stereo not given)	1.5	0.7%	-0.9	-5.0%	5.5%	0.1%	0.8%	-8.9%
O=C(Nc1cccc(F)c1)Nc1c[nH]c(=O)[nH]c1=O	-1.0	5.1%	3.0	5.7%	10.7%	-12.5%	3.1%	-8.9%
Oc1cc(Nc2ccccc2)cc2cccnc12	nt	nt	nt	-4.5%	-8.4%	nt	2.5%&2.1%	1.9%
c1ccc(C2=Nn3c(Cn4nnc5ccccc54)nnc3SC2)cc1	-0.3	3.2%	3.8	7.9%	9.8%	-3.2%	0.2%	4.5%
Cc1ccc(NC(=O)CCC(=O)OCC(=O)c2ccc(Oc3ccc([N+](=O)[O-])cc3)cc2)c(C)c1	-1.8	-20.0%	nt	-3.5%	-5.7%	-1.2%	-3.5%	3.5%
CSc1nc(C)c(C(=O)C[n+]2ccc(C)cc2)cc1C#N	-1.6	1.6%	-0.6	16.3%	-5.8%	2.8%	0.3%	-3.4%
Cn1c(=O)cc(Nc2ccccc2)[nH]c1=O	-1.9	-8.6%	-7.5	0.8%	-4.2%	-28.3%	1.7%	10.4%
Cn1c(=O)[nH]c(=O)c2c1nc1n2CC(COc2ccc3ccccc3c2)O1 (stereo not given)	-0.3	-2.1%	1.8	6.8%	-6.8%	-4.3%	-0.1%	7.5%
O=C(NCCCn1ccnc1)C(=O)NCC1OCCN1S(=O)(=O)c1cc(F)ccc1F (stereo not given)	-1.1	5.9%	-5.7	0.9%	7.2%	-4.9%	-0.5%	-10.3%
COc1cccc(-c2nc(CS(=O)CC(=O)NCc3ccccc3Cl)c(C)o2)c1 (stereo not given)	1.2	-23.2%	2.7	-9.4%	-18.5%	-3.1%	-4.2%	-12.1%
COc1ccccc1-n1c(=S)sc2c(=O)n(Cc3ccco3)c(SC)nc21	-5.1	?	nt	-5.3%	-0.5%	-8.4%	0.8%	20.6%
O=C(O)C1SCCN1S(=O)(=O)c1ccc(N=NN2CCOCC2)cc1 (stereo not given)	-0.9	-8.8%	8.8	4.5%	-19.2%	-6.0%	1.0%	10.9%
CCCCN(C)C(=O)CSc1nc(NCc2ccc(OC)cc2)c2ccccc2n1	0.7	-7.4%	nt	-0.7%	5.9%	-1.0%	0.1%	0.4%
CN1C(=O)C(CC(=O)NCCc2ccccc2)N(NC(=O)c2cccc(F)c2)C1=S (stereo not given)	-1.1	-7.9%	-6.2	-0.4%	5.3%	-2.9%	-3.1%	-0.2%
C/C=C(\C)C(=O)NCCN1C2=NC[C@H](C(C)C)N2C[C@H]1Cc1ccc(O)cc1	0.0	?	-1.5	12.3%	2.5%	17.7%	nt	-3.4%
CC(OC(=O)/C=C/c1ccccc1)C(=O)Nc1ccc2c(c1)OCCO2 (stereo not given)	-2.2	1.7%	-1.5	6.7%	-14.1%	7.6%	-0.1%	-2.9%
c1ccc(Cn2nnnc2C(c2cccnc2)N2CCN(c3ccccc3)CC2)cc1 (stereo not given)	3.0	-4.6%	nt	0.9%	10.5%	-1.0%[57.1 µM]	-0.4%	3.1%
O=C(CSc1nncs1)NC(=O)Nc1ccc2c(c1)OCCO2	0.1	4.7%	-2.7	1.6%	0.1%	7.6%	0.6%	-0.3%
S=C(NCCc1ccccc1)Nc1ccc(Cl)cc1	1.8	2.3%	20.7	-1.3%	-1.8%	-24.9%	2.9%	-3.9%
O=C(CSc1n[nH]c(-c2ccc(S(=O)(=O)NC3CCCCC3)cc2)n1)N1CCCC1	2.6	2.1%	nt	8.3%	8.5%	-2.7%	-1.0%	-0.8%
COC(=O)c1ccc(-c2nc(-c3ccc(Br)o3)no2)cc1	-1.4	-10.3%	6.6	-21.6%	-3.9%	2.2%	0.2%	-14.7%
COC(=O)NN=C1CCC(c2ccccc2)CC1 (stereo not given)	0.3	-3.2%	-0.1	5.7%	-1.7%	-4.8%	2.0%	2.9%
CCOC(=O)C1=C(C)N(C)C(=O)C1CC(=O)O (stereo not given)	2.5	?	nt	-19.5%	1.4%	-1.1%[57.1 µM]	1.3%	1.2%
CCCCn1c(NC(=O)c2ccccc2Cl)c(C#N)c2nc3ccccc3nc21	-0.6	26.7µM*	-4.4	?	?	-34.9%	-0.4%	-1.4%
O=C(C(=O)N1CCN(C(=O)c2ccco2)CC1)c1cc2ccccc2o1	nt	-7.0%	-20.6	3.1%	18.8%	1.2%	nt	-8.4%

Some of these compounds in order of the CCT modulator value, descending:
Compound | CCT modulator | PLK1 PBD block | PI5P4K alpha inh | EPAC2 antagonist | EPAC1 antag | WRN helicase inh | MmCpn inh
COC(=O)NN=C1CCC(c2ccccc2)CC1 (stereo not given) | 0.3 | -3.2% | -0.1 | 5.7% | -1.7% | -4.8% | 2.0%
CN1C(=O)C(CC(=O)NCCc2ccccc2)N(NC(=O)c2cccc(F)c2)C1=S (stereo not given) | -1.1 | -7.9% | -6.2 | -0.4% | 5.3% | -2.9% | -3.1%
COc1ccccc1-n1c(=S)sc2c(=O)n(Cc3ccco3)c(SC)nc21 | -5.1 | ? | nt | -5.3% | -0.5% | -8.4% | 0.8%

The list is partial; rates above refer to the full screens.
